# TDP43 rescue: rescues yeast growth from TDP-43 toxicity; Potency, µM (doses to about 46.1 µM), inactives show at the highest dose growth rescue (activation), hits mostly activators; hit rate 1.8% among 410,000; TDP-43 expressing yeast growth rescue, BacTiter-Glo, 24 h; also: % of control where 0% means no effect; nearly all actives have a fitted effect of over 50% in size
#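 In this qHTS, compounds that restore growth of yeast expressing TDP-43 appear as activators. Cells (OD600=0.02, galactose medium, raffinose-pregrown) are incubated with compound 24 hr at 30 deg C and growth is quantified by BacTiter-Glo.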
# aSyn yeast inh: alpha-synuclein toxicity inhibition in yeast; Yeast expressing alpha-synuclein, growth rescue, BacTiter-Glo, 24 h; Potency, µM (highest dose often 46.1 µM), for inactives: at the top dose growth rescue (activation), usual class: activators; hit rate 0.14% among 370,000; also: % of control where 0% means no effect; nearly all actives have a fitted effect of over 65% in size
#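 Rescue of yeast growth: cells expressing toxic alpha-synuclein, induced in galactose at OD600 0.02, incubated with compound 24 h at 30 C. ATP luminescence quantified growth; inhibitors of toxicity appear as activators.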
# EPAC1 ag: activates human EPAC1 exchange factor; O95398; Potency, µM (titrated, usually from 154 µM), for the others: at the highest dose activation, actives largely listed as activators; hit rate 0.073% among 360,000; EPAC1 agonist qHTS, biochemical assay; response scale: 100% = response to 6.5 mM cAMP; also: nearly all actives have a fitted effect of over 60% in size
# Target sequence (O95398 whole entry, looked up): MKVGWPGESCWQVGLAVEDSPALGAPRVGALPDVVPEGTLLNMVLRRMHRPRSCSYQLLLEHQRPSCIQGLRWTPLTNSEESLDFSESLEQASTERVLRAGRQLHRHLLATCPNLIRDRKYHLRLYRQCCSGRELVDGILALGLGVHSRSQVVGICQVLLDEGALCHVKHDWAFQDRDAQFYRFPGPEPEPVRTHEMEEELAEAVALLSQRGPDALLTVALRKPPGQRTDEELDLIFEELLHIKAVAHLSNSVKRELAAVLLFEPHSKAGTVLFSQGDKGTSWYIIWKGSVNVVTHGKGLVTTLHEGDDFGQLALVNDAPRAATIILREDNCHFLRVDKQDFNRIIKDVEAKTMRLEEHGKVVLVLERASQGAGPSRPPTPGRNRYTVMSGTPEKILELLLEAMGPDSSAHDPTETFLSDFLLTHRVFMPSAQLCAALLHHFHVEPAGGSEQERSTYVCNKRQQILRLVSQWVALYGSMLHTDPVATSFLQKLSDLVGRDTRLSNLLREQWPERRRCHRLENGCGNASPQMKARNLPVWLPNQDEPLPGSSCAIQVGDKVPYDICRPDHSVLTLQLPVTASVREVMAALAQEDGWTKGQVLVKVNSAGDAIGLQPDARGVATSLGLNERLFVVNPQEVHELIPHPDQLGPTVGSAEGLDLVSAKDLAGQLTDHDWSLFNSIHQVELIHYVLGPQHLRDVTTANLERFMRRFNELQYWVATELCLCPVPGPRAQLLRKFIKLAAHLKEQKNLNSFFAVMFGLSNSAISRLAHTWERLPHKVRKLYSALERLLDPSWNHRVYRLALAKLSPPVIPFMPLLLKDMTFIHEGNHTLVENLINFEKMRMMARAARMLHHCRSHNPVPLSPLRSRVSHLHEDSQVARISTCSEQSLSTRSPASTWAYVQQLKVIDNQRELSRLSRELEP
#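 Read-out is the fluorescence drop as BODIPY-GDP leaves Rap1B (480 nm excitation, 540 nm emission), recorded every 5 minutes over 30 minutes. Reactions held 100 nM EPAC1, 250 nM Rap1B–BODIPY-GDP and 50 uM GDP, with 6.5 mM cAMP setting full activation.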
# EPAC1 antagonist: antagonists of human EPAC1 | O95398 | hit rate 0.14% among 360,000 | Potency, µM (highest dose often 115 µM), for inactives: top-dose activity change, negative = inhibition, most hits filed as inhibitors | EPAC1 GEF assay, Rap1b-BODIPY-GDP exchange fluorescence;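 also: plate controls were vehicle for no effect and positive control for full effect; nearly all actives have a fitted effect of over 50% in size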
# FUS suppressor: suppressors of FUS proteinopathy in yeast | S. cerevisiae FUS-expressing, growth rescue, OD600, 24 h | Potency, µM (highest dose often 76.6 µM), for the others: top-dose growth rescue (activation), usual class: activators | hit rate 0.24% among 390,000 | AID 1347120;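 also: plate controls were DMSO vehicle for no effect and reference control for full effect; nearly all actives have a fitted effect of over 55% in size; some results filed as inactive show a strong effect at the top dose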
#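 Restored growth of FUS-toxic S. cerevisiae, read as 600 nm absorbance after 24 h at 30C in galactose medium (starting OD 0.005). Controls CP55940 and DMSO.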
# EPAC2 ag: agonists of human EPAC2 (RAPGEF4) | AID 720711 | hit rate 0.079% among 360,000 | EPAC2 activation, biochemical qHTS; response scale: 100% = 6.5 mM cAMP response | Potency, µM (highest dose often 154 µM), for the others: at the top dose activation, usual class: activators | Q8WZA2; also: nearly all actives have a fitted effect of over 50% in size
#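 Guanine nucleotide exchange by EPAC2 is measured as reduced fluorescence of BODIPY-GDP once it is released from 250 nM Rap1B. Plates are read kinetically for 30 min at room temperature; results are scaled to 6.5 mM cAMP.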
# EPAC2 antagonist: EPAC2 (human) antagonism. Q8WZA2. Potency, µM (highest dose often 114 µM), for the others: top-dose activity, negative = inhibition, hits mostly inhibitors. EPAC2 GEF exchange of Rap1B-BODIPY-GDP, fluorescence. hit rate 0.18% among 360,000; also: % is scaled to controls: 0 for no effect and ±100 for the full control effect; nearly all actives have a fitted effect of over 45% in size; many of its hits are not listed in these tables
# PTHR1 ag: agonists of human PTHR1 parathyroid hormone receptor. Q03431. Potency, µM (doses to about 115 µM), for the others: at the top dose activation, actives largely listed as activators. HEK293 GP2 PTHR1 cells, GloSensor cAMP luminescence, 1 h. hit rate 0.075% among 410,000; also: nearly all actives have a fitted effect of over 55% in size; some results filed as inactive show a strong effect at the top dose; inactives centre near -15; many of its hits are not listed in these tables
#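 HEK-293-derived GP2 cells expressing PTHR1 and a GloSensor cAMP reporter, 3,000/well, plated overnight, given luciferin plus IBMX (each 0.5 mM as added) for 1 h at 37 °C, then compound for 1 h at 37 °C. Luminescence was read after 15 min at room temperature.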
# An asterisk follows results filed as active; i = inactive; ? = inconclusive; . = not tested or not shown; [ ] = another dose, or the depositor's remark. Calls follow the shape of the dose curve; as a rule, active = well fitted curve in the direction sought with a large enough effect; inconclusive = small, poorly fitted or top-dose-only effect, or another doubt; inactive = no such curve, though single readings can be large; an effect the other way counts as inactive or inconclusive. Potency is read from the fitted curve at half-maximal effect. This is a subset (hit frequency here may not be typical).
Molecule,TDP43 rescue,aSyn yeast inh,EPAC1 ag,EPAC1 antagonist,FUS suppressor,EPAC2 ag,EPAC2 antagonist,PTHR1 ag
Cc1cc(C)c2c(N)c(C(=O)NC3CC3)sc2n1,0%,12%,0%,-3%,4%,7%,-5%,-8%[57.5 µM]
CCCc1cc(=O)[nH]c(SCC(=O)Nc2ccc3ccccc3c2)n1,-7%,-3%,0%,21%,-13%,4%,26%,?
COc1cc(/C=N/NC(=O)CNC(=O)c2ccccc2)ccc1OC(=O)c1cccs1,14%,1%,15%,-27%,-23%,1%,-4%,i
CCCCCNCc1cccn1C,-25%,3%,0%,14%,-5%,4%,12%,i
Cc1ccc(S(=O)(=O)NC(=O)COc2ccc([N+](=O)[O-])cc2)cc1,8%,1%,-9%,0%,18%,12%,1%,-4%
NC(=O)CN1CCN(CCN2C(=O)c3cccc4cccc(c34)C2=O)CC1,-14%,-5%,-2%,5%,36%,8%,-1%,7%
COc1cc(CN2CCN(Cc3ccccc3C(F)(F)F)CC2)cc(OC)c1OC,-11%,0%,5%,3%,-14%,9%,-2%,i
Cc1ccccc1C(=O)N1CCC(C(=O)NC2CCCCC2)CC1,-4%,-1%,-3%,17%,7%,4%,5%,-11%
CCN1C(=O)C2(C(C#N)=C(N)Oc3cc(C)oc(=O)c32)c2ccccc21 (configuration not stated),-12%,3%,-9%,2%,22%,2%,-2%,i
COc1cc([N+](=O)[O-])ccc1NC(=O)CN(C)C,-18%,-6%,0%,11%,-7%,2%,3%,i
CCCCOc1ccc(/C=N/NC(=S)Nc2cc(C)ccc2C)cc1,15%,.,-1%,-8%,-6%,-22%,-7%,i
O=C(N/N=C/c1ccoc1)c1ccccc1,3%,-1%,6%,8%,-6%,5%,-4%,i
CCC(C)N(C(=O)COc1ccc(Cl)c2cccnc12)C1CCS(=O)(=O)C1 (configuration not stated),0%,1%,-4%,-5%,-5%,14%,-7%,-18%
Cc1ccc(/C=N/n2c(-c3ccncc3)n[nH]c2=S)s1,12%,-5%,2%,-8%,4%,5%,7%,-29%
CCOC(=O)N1N=C(CC)CC1(O)C(F)(F)F (configuration not stated),-2%,-3%,-1%,14%,-13%,-4%,2%,i
COc1cc(C(C)=O)ccc1OCC(O)CNCC1(N2CCCCC2)CCCCC1 (configuration not stated),-10%,.,9%,-5%,-6%,5%,1%,i
O=Cc1ccc2c(c1)CCN2Cc1ccccc1,?,-6%,15%,-25%,-6%,3%,-6%,i
Cc1ccc(NC(=S)N2CCCCC2)cc1C,2%,8%,10%,4%,-12%,10%,-6%,i
CC1CCN(S(=O)(=O)c2ccc3c(ccc(=O)n3CC(=O)NCc3ccc(Cl)cc3)c2)CC1,16%,-2%,.,.,9%,.,.,-15%
Cn1cnnc1SCC(=O)Nc1ccccc1,?,-1%,-5%,-10%,-9%,5%,6%,i
Cc1cccnc1Nc1ncnc(N)c1[N+](=O)[O-],10%,0%,0%,17%,-2%,-5%,7%,-1%
Cc1ccc(-n2c(=S)[nH]c3sc4c(c3c2=O)CCC4)cc1,12%,1%,-3%,18%,33%,2%,16%,i
Cc1cc(NC(=O)CSc2nnc(-c3ccc4c(c3)OCCO4)o2)no1,7%,-1%,12%,4%,6%,7%,2%,-33%[inhibitor]
Cc1cc(C(=O)N/N=C/c2ccco2)n[nH]1,19%[9.22 µM],-4%,0%,-9%,1%,11%,3%,-5%
CS(=O)(=O)N1CCC(C(=O)NCc2ccncc2)CC1,-13%,-2%,-6%,-7%,-4%,1%,6%,i
Cc1ccc(CNC(=O)c2ccc(CS(=O)(=O)c3ccccc3)o2)cc1,-9%,-3%,-7%,-4%,16%,7%,-3%,i
Cc1noc(C)c1C(=O)OCC(=O)c1c[nH]c2ccccc12,18%,-3%,12%,0%,?,9%,-6%,-10%
CC(C)CNS(=O)(=O)c1ccc(CCC(=O)NCCC2=CCCCC2)cc1,2%,-7%,-15%,-13%,-6%,0%,-5%,-24%
O=C(O)c1ccc(NCc2cccs2)cc1,?,0%,5%,-3%,9%,1%,8%,i
CC(CCc1ccccc1)NC(=O)COC(=O)C1=COCCO1 (configuration not stated),8%,1%,0%,3%,.,4%,9%,i

# Shown with values under each structure: entries from further up
# Screens in order: TDP43 rescue	aSyn yeast inh	EPAC1 ag	EPAC1 antagonist	FUS suppressor	EPAC2 ag	EPAC2 antagonist	PTHR1 ag
CCC(C)N(C(=O)COc1ccc(Cl)c2cccnc12)C1CCS(=O)(=O)C1 (configuration not stated)
→ 0%	1%	-4%	-5%	-5%	14%	-7%	-18%
Cc1ccc(/C=N/n2c(-c3ccncc3)n[nH]c2=S)s1
→ 12%	-5%	2%	-8%	4%	5%	7%	-29%
CCOC(=O)N1N=C(CC)CC1(O)C(F)(F)F (configuration not stated)
→ -2%	-3%	-1%	14%	-13%	-4%	2%	i

# Additional results.
Molecule,TDP43 rescue,aSyn yeast inh,EPAC1 ag,EPAC1 antagonist,FUS suppressor,EPAC2 ag,EPAC2 antagonist,PTHR1 ag
O=C(NCCO)/C(=C\c1cccs1)NC(=O)c1cccs1,-2%,-7%,21%,-20%,.,10%,-2%,-6%
CC(C)CC(N)c1csc(Nc2cc(Oc3ccccc3)ncn2)n1 (configuration not stated),16%,-1%,-3%,-17%,-5%,9%,7%,i
C=CCn1c(=NC(=O)c2sc3ccccc3c2Cl)sc2cc(S(N)(=O)=O)ccc21,11%,0%,0%,?,-2%,0%,2%,i
COCCN(CCOC)Cc1c(C)[nH]c2c(C)c(C)ccc2c1=O,-15%,-2%,-3%,8%,9%,4%,16%,?
Cc1c(Cl)cccc1NC(=S)N(Cc1ccco1)C(C)c1ccccn1 (configuration not stated),12%,0%,1%,-12%,-2%,11%,-13%,-22%
O=C(c1cc2sccc2n1Cc1ccccc1)N1CCCc2ccccc21,6%,4%,5%,-3%,18%,4%,2%,i
C/C(=N\NC(=O)COc1ccccc1-c1ccccc1)c1cccnc1,22%,8%,7%,1%,2%,-1%,-17%,-25%
CCOCCCNS(=O)(=O)c1ccc(NC(=O)C2CC(=O)N(c3ccc(C)cc3)C2)cc1 (configuration not stated),-7%,5%,-14%,-20%,29%,1%,6%,i
O=C(OCC(O)C(O)C(O)COC(=O)c1ccccc1)c1ccccc1 (configuration not stated),20%,3%,0%,-20%,-7%,5%,3%,i
Cc1c(-c2ccccc2)nc(N)c(C#N)c1-c1cccs1,14%,0%,2%,10%,-5%,0%,1%,-2%[57.5 µM]
CCOC(=O)[C@H]1[C@H]2COc3ccccc3[C@@H]2N2C(=O)CNC(=O)[C@@]12C,-9%,-1%,-5%,14%,-16%,11%,-1%,16%
CCOC(=O)c1c(C)[nH]c(NC(=O)Nc2ccc(NC(C)=O)cc2)c1C,-2%,1%,13%,-11%,1%,5%,25%,-1%
O=C(Nc1ccc(S(=O)(=O)Nc2ncccn2)cc1)c1cc([N+](=O)[O-])ccc1Cl,-5%,0%,-3%,-5%,-8%,4%,6%,-35%[inhibitor]
CN(CCC#N)C(=O)COC(=O)c1cc(Cl)cc(Cl)c1N,-9%,0%,14%,-20%,8%,10%,-14%,i
CCCOc1ccc(/C(O)=C2/C(=O)C(=O)N(CCCOC)C2c2cccnc2)cc1 (configuration not stated),19%,-4%,4%,9%,1%,-1%,9%,i
O=C(CSc1nc2ccccc2c(=O)n1-c1ccc(F)c(Cl)c1)Nc1cccc(S(=O)(=O)N2CCOCC2)c1,-9%,0%,8%,-16%,.,-1%,-5%,i
CCCc1nnc(SCC(=O)Nc2ccc(OC)cc2)o1,1%,-8%,3%,-5%,15%,15%,1%,-14%
CC1(C)Cc2sc3c(=O)[nH]c(=S)[nH]c3c2CO1,17%,1%,14%,-19%,-3%,2%,6%,-7%
CCN1C(=O)[C@H]2[C@@H](c3ccc(-c4ccc(Cl)c(Cl)c4)c(OC)c3)N[C@@](C)(C(=O)OC)[C@H]2C1=O,5%,-1%,2%,-8%,24%,3%,-9%,i
CC1(C)CC(=O)C2=C(C1)NCN(Cc1ccccc1)C2,-33%[inhibitor],-3%,3%,-11%,25%,15%,-3%,-5%
O=C(CCN1C(=O)/C(=C/c2cccs2)SC1=S)Nc1ccc(O)cc1,-10%,5%,3%,10%,-3%,5%,6%,i
O=C(CNC(=O)c1ccccc1)Sc1ccccc1,?,11%,-1%,8%,2%,9%,13%,-11%
Cc1cccc(NC(=O)NC2CC3CCC(C2)N3Cc2ccco2)c1 (configuration not stated),12%,5%,13%,?,-7%,8%,1%,-17%
CC(C)c1ccc(C(=O)OCC(=O)c2c(N)n(C)c(=O)n(C)c2=O)cc1,13%,0%,2%,4%,.,-1%,-10%,-26%
COc1cc(OC)cc(C(=O)NCCn2ccc3ccccc32)c1,19%,-4%,-9%,-5%,-5%,13%,-9%,-21%
CCCCNC(=O)c1ccc(SCC(=O)N(CC)CC)c([N+](=O)[O-])c1,-3%,-1%,-8%,-13%,13%,-4%,-12%,-29%
C=CCNC(=O)c1c(Cl)cccc1Cl,-8%,5%,21%,-10%,-4%,-6%,5%,-15%[57.5 µM]
CCN(CC(=O)Nc1ccc(NC(C)=O)cc1)C(=O)c1oc2ccccc2c1C,-10%,1%,-3%,-16%,7%,4%,-10%,-10%
O=C(CNCc1ccc(Cl)cc1)N1CCc2ccccc2C1,-3%,-1%,15%,5%,-9%,16%,1%,-8%
O=C1CC(=C2c3ccccc3-c3ccccc32)C(=O)N1CCCCN1CCN(c2ccccc2)CC1,-78%[inhibitor],-30%[inhibitor],2%,-1%,?,-5%,-3%,i
S=c1nc2ccccc2c2nc(-c3ccccc3Br)[nH]n12,-20%,-4%,0%,4%,2%,10%,-5%,i
CCOc1ccc(OCC)c(NC(=O)C2CCCN(S(=O)(=O)c3c(C)noc3C)C2)c1 (configuration not stated),3%,3%,-1%,12%,-10%,-8%,12%,i
CN(C)S(=O)(=O)N1CCN(C(=O)c2cccc(Br)c2)CC1,-15%,-1%,10%,-8%,17%,9%,-1%,-13%[57.5 µM]
CCC(C)NC(=O)CCCCCn1c(=O)[nH]c2cc(OC)c(OC)cc2c1=O (configuration not stated),4%,.,2%,7%,0%,0%,-3%,-18%
